Assay outcomes from PubChem.
DAX1 inh-1 = DAX1 (NR0B1) inhibition, primary screen; HEK293T StAR-luciferase reporter, SF-1/DAX-1 repression relief; inhibition, % at 6.8 µM; 1.1% of 370,000 active; AID 652010;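 active means inhibition above the mean over all tested compounds plus 3 SD, cut at about 3.6% in these data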;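 further: 0% = DAX-1 cells with DMSO and 100% = cells lacking DAX-1 with DMSO; higher inhibition means more luminescence from relief of DAX-1 repression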
hcDAF-12 act = activates DAF-12 receptor from parasite H. contortus; AID 652067; HEK293 hcDAF-12 lit1-tk-luc reporter, luminescence; 0% DMSO, 100% Δ7-dafachronic acid; activation, % at 6.8 µM; 1.4% of 370,000 active;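 active means activation above the mean of all tested compounds plus 3 SD, cut at about 5.5% in these data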;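 further: 100% = response to 3 µM Δ7-dafachronic acid high control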
FXN GAA850 act = frataxin GAA850 promoter activation | activation, % at 6 µM | 0.56% of 360,000 active | HEK293 lucGAA850 FXN promoter luciferase reporter, 24 h; percent of 10 µM SAHA response;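 active means activation above the average of all compounds screened plus 3 SD, cutoff fixed separately per campaign, cut at about 7.5% in these data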;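 further: 0% = DMSO wells and 100% = 10 µM SAHA wells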
HGIII-sPLA2 inh = Inhibits HGIII-sPLA2 liposome hydrolysis, primary screen. Q9NZ20. QFRET BODIPY PC-A2 liposome hydrolysis, fluorescence. inhibition, % at 12.2 µM. 0.56% of 370,000 active. AID 743126;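 active means inhibition above mean plus 3 SD of compounds lying within the high and low control bounds, cut at about 19% in these data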;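 further: 0% = median of test compound wells and 100% = no enzyme DMSO wells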
Target sequence (Q9NZ20 whole entry, looked up): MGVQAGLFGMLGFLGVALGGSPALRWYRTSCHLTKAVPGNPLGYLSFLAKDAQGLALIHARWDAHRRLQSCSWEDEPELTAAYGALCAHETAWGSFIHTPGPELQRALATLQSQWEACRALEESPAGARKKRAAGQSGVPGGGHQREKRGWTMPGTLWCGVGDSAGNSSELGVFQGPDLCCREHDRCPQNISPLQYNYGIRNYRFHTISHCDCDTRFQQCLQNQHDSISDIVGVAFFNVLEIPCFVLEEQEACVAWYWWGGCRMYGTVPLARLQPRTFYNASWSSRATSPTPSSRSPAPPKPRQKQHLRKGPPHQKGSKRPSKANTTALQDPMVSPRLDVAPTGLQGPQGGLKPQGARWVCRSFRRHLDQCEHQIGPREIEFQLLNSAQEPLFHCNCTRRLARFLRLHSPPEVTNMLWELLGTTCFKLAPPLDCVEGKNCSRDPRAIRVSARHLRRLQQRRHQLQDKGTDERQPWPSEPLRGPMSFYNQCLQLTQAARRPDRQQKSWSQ
hgDAF12 agonist = agonists of H. glycines DAF-12 nuclear receptor; AID 687014; activation, % at 6.8 µM; HEK293 GAL4-hgDAF12 UAS-luciferase reporter, agonist luminescence; normalized to butyrate control; 1.8% of 370,000 active;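 active means activation above a cutoff set at the mean of all screened compounds plus 3 SD, cut at about 10% in these data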;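 further: 0% = DMSO wells and 100% = sodium butyrate wells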
DAX1 inh-2 = NR0B1 (DAX1) inhibition; HEK293 Gal4-DAX1 luciferase reporter, luminescence; inhibition, % at 6.75 µM; 0.99% of 340,000 active; AID 504766;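 active means inhibition above the mean over all tested compounds plus 3 SD, cut at about 4.2% in these data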;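 further: 0% = DAX1-transfected cells with DMSO and 100% = empty-vector control cells with DMSO; inhibition shows as a rise in luminescence from relieved DAX1 repression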
Target sequence (P51843 207-470 limits assumed): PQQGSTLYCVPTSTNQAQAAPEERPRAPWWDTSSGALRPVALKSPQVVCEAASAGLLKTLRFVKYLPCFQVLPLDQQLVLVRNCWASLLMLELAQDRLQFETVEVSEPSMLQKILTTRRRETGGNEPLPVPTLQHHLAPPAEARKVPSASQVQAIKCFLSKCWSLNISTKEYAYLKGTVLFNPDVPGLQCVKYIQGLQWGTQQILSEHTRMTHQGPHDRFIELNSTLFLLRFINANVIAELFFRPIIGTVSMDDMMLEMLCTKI
SMARCA2 act = SMARCA2 function activation, primary screen; MG213 cells, MMTV-luciferase reporter, dexamethasone, overnight; 1% of 370,000 active; activation, % at 9.1 µM; AID 652017; in the data active means activation above about 7.8%;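 further: 0% = vehicle wells and 100% = reference activator wells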
ssDAF-12 act = activates DAF-12 receptor from parasite S. stercoralis; HEK293 ssDAF-12/GRIP1 lit1-tk-luc reporter, luminescence; % of 3 µM dafachronic acid response; activation, % at 6.8 µM; 1% of 370,000 active; AID 652126;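 active means activation above the mean over all tested compounds plus 3 SD, cut at about 0.9% in these data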;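 further: 0% = DMSO-only wells and 100% = 3 µM delta7-dafachronic acid wells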
GC-B act = GC-B (human) receptor activation; P20594; HEK293-GC-B cells, CNP EC30, cGMP TR-FRET; 0% at EC30 CNP, 100% saturating CNP; activation, % at 10 µM; 0.11% of 370,000 active; AID 1920062;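 active means activation at 10 µM reaching about 35% in either raw or pattern-adjusted values, limit read from the data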
NPR1 activator = GC-A (human) enzyme activation | 0.14% of 370,000 active | P16066 | activation, % at 10 µM | HEK293 GC-A cells, cGMP TR-FRET, EC30 ANP; 0% at EC30 ANP, 100% saturating ANP; in the data active means activation above about 40%
KLK7 zymogen act = activates the human kallikrein-7 zymogen; P49862; purified proKLK7, EDANS-DABCYL substrate fluorescence; 100% is mature enzyme control, 0% vehicle; activation, % at 7 µM; 0.9% of 370,000 active;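 active means activation above the mean of all tested compounds plus 3 SD, computed per campaign excluding outliers beyond control limits, cut at about 13% in these data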
Target sequence (P49862 whole entry, looked up): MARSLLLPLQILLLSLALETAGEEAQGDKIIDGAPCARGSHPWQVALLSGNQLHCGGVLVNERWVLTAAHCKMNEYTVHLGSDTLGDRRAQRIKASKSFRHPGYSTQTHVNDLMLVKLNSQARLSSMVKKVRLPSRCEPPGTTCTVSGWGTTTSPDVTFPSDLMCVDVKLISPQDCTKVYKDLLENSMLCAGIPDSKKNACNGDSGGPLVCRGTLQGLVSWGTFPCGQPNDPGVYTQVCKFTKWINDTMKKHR
Starred values were filed as active, the others as inactive; . = not tested or not shown.

Preview:
Values in the order – DAX1 inh-1 | hcDAF-12 act | FXN GAA850 act | HGIII-sPLA2 inh | hgDAF12 agonist | DAX1 inh-2 | SMARCA2 act | ssDAF-12 act | GC-B act | NPR1 activator | KLK7 zymogen act
COc1ccc(N2C(=O)CN=C2Nc2cccc(C)c2C)cc1OC
  -0.6 | -2.1 | 0.8 | 5 | 1.1 | 0.6 | 4 | -0.8 | -3 | 0 | 0.5
Cc1c(C(=O)c2ccc(N(C)C)cc2)c2ccccn2c1CCC#N
  0.8 | -0.5 | 4.2 | -4 | 0.8 | 0.7 | -1 | -1.1 | 3 | 1 | 0.3
CCC(Sc1nccn1C)C(=O)Nc1nnc(C)s1 (stereo unspecified)
  -0.1 | -2.0 | -0.2 | 4 | -1.4 | 1.3 | -1 | -1.8 | -3 | 5 | 0.2

The listing, repeating the preview:
Values in the order – DAX1 inh-1 | hcDAF-12 act | FXN GAA850 act | HGIII-sPLA2 inh | hgDAF12 agonist | DAX1 inh-2 | SMARCA2 act | ssDAF-12 act | GC-B act | NPR1 activator | KLK7 zymogen act
COc1ccc(N2C(=O)CN=C2Nc2cccc(C)c2C)cc1OC
  -0.6 | -2.1 | 0.8 | 5 | 1.1 | 0.6 | 4 | -0.8 | -3 | 0 | 0.5
Cc1c(C(=O)c2ccc(N(C)C)cc2)c2ccccn2c1CCC#N
  0.8 | -0.5 | 4.2 | -4 | 0.8 | 0.7 | -1 | -1.1 | 3 | 1 | 0.3
CCC(Sc1nccn1C)C(=O)Nc1nnc(C)s1 (stereo unspecified)
  -0.1 | -2.0 | -0.2 | 4 | -1.4 | 1.3 | -1 | -1.8 | -3 | 5 | 0.2
O=C(Cc1ccc(S(=O)(=O)N2CCOCC2)s1)Nc1cc(C(F)(F)F)ccc1N1CCCC1
  -1.0 | 3.9 | 1.2 | -16 | -0.3 | 0.4 | -3 | 0.8 | 5 | 2 | -6.2
Cc1cc(C)c(C(=O)c2cccs2)c(C)c1
  -0.9 | 0.1 | -1.3 | -1 | -1.1 | -0.8 | 6 | -1.0 | 1 | 0 | 0.0
CC(C)CC1NC(=O)c2ccc(Cl)cc2-n2c1nc1cc(F)ccc1c2=O (stereo unspecified)
  0.0 | -0.3 | . | 7 | -1.2 | . | -1 | -1.0 | -5 | -6 | 1.2
C[C@H]1NC(=O)[C@@]2(C)[C@H](c3ccccc3)[C@H]3COc4ccccc4[C@@H]3N2C1=O
  -0.5 | -1.1 | 1.4 | -1 | -1.2 | 2.1 | 0 | -1.7 | 2 | 0 | 0.2
Cc1ccc(C)c(/C(O)=C2\C(=O)C(=O)N(CCCN3CCOCC3)C2c2cccnc2)c1 (stereo unspecified)
  -0.1 | -0.5 | -2.4 | 2 | 1.4 | 0.5 | 0 | -1.4 | 7 | 8 | 0.0
COc1ccc(Oc2nccc(-c3ccc(F)cc3)c2C#N)cc1
  0.7 | 0.2 | 3.9 | 13 | 1.1 | 0.5 | 1 | -1.2 | 3 | 0 | 0.0
CC1CN(CCCCSc2ccc(Cl)cc2)CC(C)O1 (stereo unspecified)
  -0.7 | -3.1 | -1.8 | 7 | -2.6 | -1.3 | -5 | -2.0 | 2 | 2 | 0.1
Cc1c(NC(=O)COc2ccc3ccccc3c2)c(=O)n(-c2ccccc2)n1C
  -0.5 | -1.4 | . | 11 | 0.2 | . | -4 | -1.0 | -1 | 4 | 0.0
CN(Cc1ccccc1)C(=O)c1ccccc1C(=O)O
  -0.7 | -0.4 | 3.6 | 0 | 1.5 | -0.6 | 1 | -0.3 | 5 | 3 | -0.2
CCc1ccccc1NC(=O)N[C@@H](C)C(=O)O
  0.6 | -1.1 | -0.9 | 7 | -0.2 | -0.5 | -2 | -0.9 | 0 | 3 | 0.1
Cc1ccc(C(=O)C2CCN(C(=O)c3ccc(C)cc3)CC2)cc1
  -1.0 | -3.2 | -0.9 | -5 | -3.2 | -0.9 | -3 | -1.3 | -2 | -3 | 0.2
C#CC(C)(CC)NC(=O)c1cc2cccc(CC=C)c2oc1=O (stereo unspecified)
  0.5 | 0.0 | 1.0 | -1 | 0.9 | 0.2 | -1 | -1.5 | -7 | 3 | -1.9
CCCCOc1ccc2c(C)cc(=O)oc2c1OCCCC
  0.4 | -1.7 | 7.0 | 0 | 2.9 | 0.2 | 1 | -1.9 | 0 | -7 | 2.3
Cc1ccc(CNC(=O)c2ccc(NC3=NC4CS(=O)(=O)CC4S3)cc2)cc1 (stereo unspecified)
  0.3 | 1.6 | 4.2 | 3 | 2.1 | 0.9 | -3 | -0.1 | 6 | 1 | -0.1
CN(C)S(=O)(=O)c1cccc(NC(=O)COC(=O)CCC(=O)c2ccc(F)cc2)c1
  -0.8 | -0.9 | 0.3 | -15 | -0.9 | -1.4 | -1 | -1.2 | -1 | 1 | -0.3
Fc1ccc(NCc2ccccc2F)cc1Cl
  0.1 | 0.1 | 2.4 | 11 | 3.2 | 0.5 | 3 | -0.3 | -5 | 3 | -0.3
COc1cc(CNc2ccc(N3CCCC3)cc2)ccc1OCc1ccccc1
  -0.6 | 7.7* | 2.6 | 1 | 5.5 | 0.5 | -2 | 0.6 | -21 | -8 | -5.7
C=CCC1CCCC(=O)N2CCCC12 (stereo unspecified)
  0.5 | -1.1 | -1.8 | 6 | -0.6 | 0.1 | 3 | -0.9 | 1 | 3 | 0.3
Cc1nn(C)cc1CN(C)Cc1c(C(=O)N(C)Cc2ccccc2)nc2ccccn12
  0.5 | 1.5 | 0.4 | 6 | -1.6 | -0.1 | -1 | -1.1 | -4 | -2 | -0.1
O=C(Nc1ccc2oc(=O)ccc2c1)c1cc2ccccc2o1
  -0.4 | 4.0 | 2.8 | -11 | 5.7 | 2.2 | 5 | -0.5 | 0 | 2 | 0.9
CN1CCN(S(=O)(=O)c2cccc(C(=O)Nc3cc(Cl)ccc3N3CCOCC3)c2)CC1
  -1.0 | -0.8 | 1.1 | -12 | -1.4 | -0.2 | -1 | -1.0 | -4 | 2 | 0.0
COc1cccc2[nH]c(C(=O)NN)c(N)c12
  0.1 | 4.3 | 3.5 | -6 | 0.1 | 1.1 | -1 | 0.1 | -4 | -16 | -0.1
Cc1cccc(C(=O)N/N=C/c2coc3ccccc3c2=O)c1
  1.1 | 0.8 | 0.3 | -8 | 1.4 | -0.1 | -4 | -0.3 | 1 | -3 | 9.5
COc1ccccc1CCn1cnc(-c2ccc(F)cc2F)c1CC(C)C
  -0.1 | -1.3 | . | 7 | -0.1 | . | -7 | -1.4 | -7 | -6 | 0.8
Cc1cc(NC(=O)c2ccc(Cl)cc2)n(CCC#N)n1
  0.0 | -0.8 | 2.2 | 7 | 0.3 | 0.7 | -3 | -0.8 | 2 | 1 | 0.5
CC(=O)c1ccc(N2CCN(C(=O)Nc3ccc(C)cc3)CC2)cc1
  -0.7 | -1.3 | 0.0 | -1 | -0.6 | 0.5 | 0 | -0.7 | -7 | 1 | 0.3
CCOC(=O)C(C(=O)OCC)C(c1ccccc1)N1CCN(c2ccccc2)CC1 (stereo unspecified)
  0.2 | -1.9 | -2.4 | 6 | -1.5 | -0.3 | -5 | -0.9 | -4 | 3 | -0.2
CCOc1c(CNCCN2CCOCC2)cccc1OC
  -0.3 | 0.3 | -0.1 | 9 | -2.2 | 0.3 | -2 | -1.0 | 1 | 1 | 0.3
COc1cc(C(=O)N2CCN(C(=O)C3CC3)CC2)cc(OC)c1OC
  -0.1 | -1.7 | -0.5 | -3 | -0.5 | 0.7 | 3 | -1.0 | 4 | 0 | -0.3
O=C(OCCN1CCN(C2CN(Cc3cn(Cc4ccccc4C(F)(F)F)nn3)S(=O)(=O)C2)CC1)c1cc2ccccc2o1 (stereo unspecified)
  -0.8 | 0.0 | . | 1 | 3.0 | . | 2 | -1.0 | 1 | 3 | -0.3
O=C(/C=C/c1ccc(Cl)cc1Cl)Nc1ccc(CN2CCOCC2)cc1
  -1.7 | -4.6 | -2.9 | 0 | -6.7 | -2.1 | -2 | -2.7 | -1 | -2 | 0.7
CCc1noc(C)c1C(=O)OCC(=O)Nc1ncc(Cl)cc1Cl
  -0.9 | -0.5 | 1.2 | -1 | -0.8 | 0.0 | -3 | -0.6 | 0 | 0 | 0.4
COc1ccc(C(CC(=O)N2CCCCC2)c2c(OC)cc(OC)c3ccc(=O)oc23)cc1 (stereo unspecified)
  -0.7 | -0.2 | -1.2 | -6 | 1.0 | 0.0 | 3 | -1.1 | -14 | -6 | 1.7
CC1SC2(NC1=O)C1CC3CC(C1)CC2C3 (stereo unspecified)
  -0.8 | -1.0 | 1.3 | 1 | 1.1 | 3.4 | -1 | -0.2 | -1 | 1 | 0.0
Cc1cccc(NC(=O)C2CCCN(S(=O)(=O)c3cccc4nsnc34)C2)c1 (stereo unspecified)
  -0.5 | -2.1 | -2.7 | -3 | -1.3 | -0.8 | 4 | -1.7 | 0 | 1 | 0.8
COc1ccc(CC(=O)NCC2CCN(C(=O)C(=O)c3cc4ccccc4o3)CC2)cc1
  0.5 | -1.5 | . | -3 | -2.2 | . | -2 | -0.8 | 3 | 2 | -0.3
Cn1c(=O)[nH]c(=O)c2c1nc(NCc1ccco1)n2CCCc1ccccc1
  0.2 | -0.5 | 2.8 | 5 | 1.0 | 4.5* | 1 | -0.6 | -1 | 0 | 0.5
Cc1cc(Cl)ccc1NC(=O)C1CCN(S(C)(=O)=O)CC1
  -0.2 | 0.1 | -0.7 | -4 | -1.6 | 2.5 | -3 | -1.1 | 3 | 1 | -0.1
Cc1cc(NC(=O)CSc2nnc(C3CC3)n2-c2ccccc2)no1
  -0.3 | -0.6 | 2.4 | -1 | -1.9 | -1.9 | 0 | -1.6 | 2 | 0 | -0.1
CC1CCC2(CC1)NC(=O)N(CC(=O)Nc1nc(-c3ccc(F)cc3)cs1)C2=O (stereo unspecified)
  0.3 | 2.0 | 2.5 | 2 | 2.4 | 0.9 | 1 | -0.8 | 2 | 12 | 0.7
Cc1cc(C)cc(SCc2noc(C(=O)NCc3ccccc3)c2C(=O)NCc2ccccc2)c1
  0.1 | 0.2 | -0.2 | 11 | 0.6 | 0.2 | 1 | -1.3 | -3 | -2 | 0.5
O=[N+]([O-])c1ccc(N2CCOCC2)cc1NCc1ccccc1
  0.1 | -1.2 | 3.8 | 6 | 0.2 | 2.0 | 1 | -1.1 | 16 | 22 | -0.2
COc1ccc(CCN2CC(C(=O)O)CC2=O)cc1 (stereo unspecified)
  -0.3 | -0.9 | -0.6 | 0 | 0.7 | 0.0 | -3 | -0.5 | 3 | 2 | 0.2
COc1ccc(F)cc1S(=O)(=O)N1CCCCC1
  0.1 | 0.3 | 2.1 | 0 | 3.0 | 1.0 | 2 | -0.5 | 2 | 2 | -0.1
CC(=O)Nc1cc(-c2nc3ccccc3o2)ccc1Cl
  -0.1 | 2.8 | 3.0 | -4 | 2.5 | 2.6 | 4 | -0.8 | 1 | 2 | 1.0
